ALOX15B inhib – blocks human 15-lipoxygenase 2 activity; O15296; purified 15hLO-2, xylenol orange hydroperoxide absorbance; Potency, µM (highest dose often 57.1 µM), for inactives: at the highest dose activity change, negative = inhibition, actives largely listed as inhibitors; 0.56% of 110,000 active; AID 881; note: potency is the fitted concentration of half-maximal effect; nearly all actives have a fitted effect of over 60% in size; many of its hits are not listed in these tables
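Purified human 15hLO-2 (50 nM final) preincubated with compounds 15 min at room temperature in 25 mM Hepes pH 7.5, 0.01% Triton X-100, then 45 uM arachidonic acid added for 90 min; hydroperoxide detected via ferrous/xylenol orange, 573/405 nm absorbance ratio.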
ALOX12 inhib – blocks human 12-lipoxygenase activity | P18054 | purified 12-hLO, xylenol orange hydroperoxide absorbance | Potency, µM (highest dose often 57.1 µM), inactives show at the highest dose activity change, negative = inhibition, actives largely listed as inhibitors | 0.12% of 150,000 active; note: potency is the fitted concentration of half-maximal effect; nearly all actives have a fitted effect of over 55% in size; many of its hits are not listed in these tables
Target sequence (P18054 whole entry, looked up): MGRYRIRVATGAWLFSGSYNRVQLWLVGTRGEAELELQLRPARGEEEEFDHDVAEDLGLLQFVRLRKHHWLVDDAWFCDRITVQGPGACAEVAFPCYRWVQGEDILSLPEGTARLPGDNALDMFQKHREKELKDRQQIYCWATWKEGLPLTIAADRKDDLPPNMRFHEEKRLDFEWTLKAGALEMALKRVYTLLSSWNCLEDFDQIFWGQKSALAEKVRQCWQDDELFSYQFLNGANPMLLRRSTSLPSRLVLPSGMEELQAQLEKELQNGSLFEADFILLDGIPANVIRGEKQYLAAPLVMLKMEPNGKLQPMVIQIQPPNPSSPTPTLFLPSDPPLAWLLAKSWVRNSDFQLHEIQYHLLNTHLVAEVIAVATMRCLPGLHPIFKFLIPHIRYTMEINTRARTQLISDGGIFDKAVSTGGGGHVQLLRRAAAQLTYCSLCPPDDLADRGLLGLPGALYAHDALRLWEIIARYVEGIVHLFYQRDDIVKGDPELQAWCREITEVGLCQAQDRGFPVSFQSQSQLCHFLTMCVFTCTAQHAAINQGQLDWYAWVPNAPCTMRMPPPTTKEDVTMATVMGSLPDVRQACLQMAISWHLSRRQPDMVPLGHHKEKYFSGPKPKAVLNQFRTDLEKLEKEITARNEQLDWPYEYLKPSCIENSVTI
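Lipoxygenase turnover measured by absorbance at 573 and 405 nm after Fe-XO development. Human 12hLO 150 nM, arachidonate 40 uM, pH 7.0 Hepes buffer with detergent; 15 min compound preincubation, 30 min reaction.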
IMPase inh – IMPase inhibition in cells. P97697. CHO-M1 cells, IP1 accumulation, HTRF TR-FRET ratio. inhibition (IP1 accumulation), % at 46.1 µM. 120,000 tested, under 10 active. AID 901; active = well fitted curve in the direction sought with a large enough effect in the signal ratio, not every such curve was filed as active; inconclusive = small, poorly fitted or top-dose-only effect, or a change in a side signal; inactive = no such curve, though single readings can be large or run the other way; the % refers to the signal ratio;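 note: cells stimulated with carbachol in lithium chloride buffer; plate controls were DMSO basal wells for no effect and reference inhibitor wells for full effect; higher means more IMPase inhibition seen as more IP1 and lower FRET ratio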
Target sequence (P97697 whole entry, looked up): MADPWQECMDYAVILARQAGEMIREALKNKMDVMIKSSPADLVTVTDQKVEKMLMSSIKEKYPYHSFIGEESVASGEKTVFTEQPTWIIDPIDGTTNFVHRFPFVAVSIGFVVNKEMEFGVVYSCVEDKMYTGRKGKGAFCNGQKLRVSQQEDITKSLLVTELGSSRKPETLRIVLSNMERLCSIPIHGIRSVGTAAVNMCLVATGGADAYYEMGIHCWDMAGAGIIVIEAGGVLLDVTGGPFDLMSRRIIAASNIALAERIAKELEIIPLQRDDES
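Carbachol-driven Gq signalling in CHO-M1 cells (2000/well) generates IP1. Compounds that block IMPase raise IP1 and so reduce the FRET signal from Eu-anti-IP1 and d2-IP1 after a 10 min room-temperature lysis.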
PNC assembly inh – blocks assembly of the perinucleolar compartment; PC3M PTB-GFP, PNC prevalence imaging, 16 h; active compounds read low; activity change (PNC), negative = inhibition, % at 10 µM; 3.1% of 140,000 active; AID 2417;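 active = readout at or below -70, meaning at least 70% loss of cells showing the perinucleolar compartment, a nuclear body marking cancer cells; inconclusive = readout between -30 and a set limit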;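 note: plate controls were DMSO wells for no effect and camptothecin positive control wells for full effect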
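PC3M cells stably expressing PTB-GFP, 750–1000 cells/well, treated 16 h at 37 °C with compound (23 nl of library stock), in duplicate. After paraformaldehyde fixation and Hoechst stain, imaged at 20x; PNC prevalence scored by image analysis.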
The depositor's hits bear a star; ? = inconclusive; nt = no result given; [ ] = dose if it differs, or a comment. Unless noted, calls come from the whole dose curve; as a rule, active = well fitted curve in the direction sought with a large enough effect; inconclusive = small, poorly fitted or top-dose-only effect, or another doubt; inactive = no such curve, though single readings can be large; an effect the other way counts as inactive or inconclusive. Unless noted, % is set by controls: 0 for no effect and ±100 for the full control effect. A portion of the library. The share of hits here may be higher or lower than overall.

Sample of the layout (2 entries):
The line under a structure holds: ALOX15B inhib	ALOX12 inhib	IMPase inh	PNC assembly inh
> CC1C2CCC3C4CC=C5CC(N(C)C)CC[C@@]5(C)C4CC[C@@]32CN1C (stereo not given in full)
→ 3.1%	-0.1%	nt	nt
> Nc1nc(NCCO)nc(NCC2CCCO2)c1[N+](=O)[O-] (stereo not given)
→ nt	-1.5%	nt	-20.9

All compounds of this part (from the top)
The line under a structure holds: ALOX15B inhib	ALOX12 inhib	IMPase inh	PNC assembly inh
> CC1C2CCC3C4CC=C5CC(N(C)C)CC[C@@]5(C)C4CC[C@@]32CN1C (stereo not given in full)
→ 3.1%	-0.1%	nt	nt
> Nc1nc(NCCO)nc(NCC2CCCO2)c1[N+](=O)[O-] (stereo not given)
→ nt	-1.5%	nt	-20.9
> Cn1c(N/N=C2\CCCc3ccccc32)nc2c1c(=O)n(Cc1ccc(F)cc1)c(=O)n2C
→ nt	-1.3%	-10.1	?
> NC(=O)NC(c1ccccc1)c1cccc2ccccc12 (stereo not given)
→ 11.1%	-10.2%	-2.5	38.2
> C=CCn1c(SCC(N)=O)nnc1-c1cc(Br)ccc1O
→ 0.8%	4.5%	3.1	13.8
> c1ccc2c(c1)nc1n2C2(N3CCOCC3)CCCC2C1N1CCOCC1 (stereo not given)
→ -21.4%	-14.3%	-2.9	18.2
> CCCS(=O)(=O)C(=C1NCCO1)S(=O)(=O)CCC
→ 0.7%	5.1%	-10.4	9.8
> CCNC(=S)N1CCN(CCN=CC2=C(O)CC(c3ccco3)CC2=O)CC1 (stereo not given)
→ 4.0%	3.5%	5.3	-3.0
> Cc1nnc(C)n1/N=C/C=C/c1ccccc1
→ -4.3%	-2.4%	-5.7	60.2
> COc1cc2c(C#N)c(N3CCOCC3)nc(N)c2c(N)n1
→ 14.3%[2.29 µM]	9.5%	?	6.9
> O=C(c1cc(-c2ccccc2)nc2ccccc12)N1CCCc2ccccc21
→ nt	-0.3%	nt	18.0
> COC(=O)c1c(C)oc2c1cc(NS(=O)(=O)c1cccs1)c1ccccc12
→ -17.4%	-5.9%	3.5	21.0
> CC(=O)NCCn1c(SCc2cc(F)ccc2F)nc2ccccc2c1=O
→ nt	3.8%	2.1	15.7
> C/C(=N\Nc1nccnc1Cl)c1ccc([N+](=O)[O-])cc1
→ 4.7%	-6.6%	-3.5	?
> COc1ccccc1C(=O)N1CCN(C(=O)COc2cccc(C)c2)CC1
→ -2.6%	-3.5%	5.0	18.8
> CCCOC(=O)Nc1ccccc1C(N)=O
→ -8.1%	-0.7%	?	?
> COc1ccc(/C=N/NC(=S)Nc2cccc(C(=O)O)c2)cc1OC
→ nt	-9.2%	-2.2	-8.1
> COc1ccc(C(=O)N2CCC3(CC2)CN(c2ccccc2)C3)cc1
→ -8.7%	-1.1%	nt	nt
> O=C(Nc1ccccc1Cl)c1ccc2c(c1)N(Cc1ccc(F)cc1)C(=O)CS2=O (stereo not given)
→ nt	0.1%	nt	40.5
> CCNC(=O)NC(=O)COC(=O)c1ccccc1SCC(=O)NC(=O)NCC
→ -16.9%	4.8%	-17.0	14.6
> N=c1c(C(=O)NC2CCCC2)cc2c(=O)n3ccccc3nc2n1C1CCCC1
→ -15.8%	31.6µM*	5.2	92.2
> CCOc1ccccc1N/C=C/C(=O)C(C)(C)C
→ 6.0%	-4.1%	2.6	40.3
> COc1ccc2nc(NC(=O)c3ccc(NS(=O)(=O)c4cccs4)cc3)sc2c1
→ nt	-2.4%	nt	?
> CC1CCc2nn(CC(=O)NCc3ccc(F)cc3)cc2C1 (stereo not given)
→ 0.8%	-5.6%	-11.2	-29.0
> COc1ccc(C2(C(=O)O)CCCC2)cc1
→ 4.4%	4.1%	-12.1	-3.2
> CC1CN(C(=O)c2ccccc2)OC(c2ccc3c(c2)OCO3)O1 (stereo not given)
→ -21.9%	-6.1%	9.4	40.9
> Cc1cc(=O)[nH]c(N2CCc3ccccc3C2)n1
→ 4.5%	4.5%	10.2	15.2
> CCCCNC(=S)NNC(=O)c1ccc2c(c1)OCO2
→ nt	-2.5%	-5.5	?
> Cc1ccc(-c2nnc(CSc3nncn3N)o2)cc1
→ 0.2%	0.4%	-9.8	-20.6
> COC(=O)c1ccc(COc2ccccc2/C=C(\C#N)C(=O)Nc2ccc(C)cc2)cc1
→ nt	-0.2%	nt	?
> Cc1c(CN2CCC(C)CC2)c(=O)n(-c2ccccc2)n1C
→ -0.8%	-4.9%	4.7	39.0
> CCOC(=O)c1c(NC(=O)Nc2ccccc2)sc(C)c1C
→ 7.4%	-7.1%	11.6	?
> CCN(CC)CCNc1nc2c(c(=O)[nH]c(=O)n2C)n1CC(O)COc1ccc(Cl)cc1Cl (stereo not given)
→ 11.9%	0.2%	1.8	-83.7*
> COc1ccc(-c2nc3c(c4nnc(SC(C)C(=O)Nc5ccccc5)n24)COC(C)(C)C3)cc1 (stereo not given)
→ nt	0.8%	2.3	-12.8
> Cc1ccc(OCC(=O)NCc2ccco2)cc1C
→ -4.1%	-9.5%	-2.8	?
> Cc1nc(Nc2ccc3c(c2)OCCO3)c2nnn(Cc3ccccc3Cl)c2n1
→ 1.8%	-11.7%	-0.5	?
> COc1cc(C(C)=O)ccc1COc1ccc(C(=O)OCC(=O)NC2CCS(=O)(=O)C2)cc1OC (stereo not given)
→ nt	1.8%	nt	?
> CSc1nc2c(cc1C#N)CCCCC2
→ nt	1.0%	nt	37.1
> Cn1c(=O)c2c(nc(Br)n2CCSc2ncccn2)n(C)c1=O
→ -4.8%	-7.7%	2.3	-5.5
> CC12CC(NC(=O)N1Cc1ccccc1)c1ccccc1O2 (stereo not given)
→ -3.6%	-2.8%	5.5	?
> c1ccc2c(c1)nc(N1CCOCC1)c1c3ccccc3[nH]c21
→ 10.0%	-17.8%	-1.6	-25.5
> C=CCNCCCCOc1ccccc1-c1ccccc1
→ nt	-2.6%	nt	67.5
> O=c1cc(CN2CCN(c3ccccc3)CC2)c2cc(O)c(-c3ccccc3)cc2o1
→ -21.1%	-11.8%	-0.5	?
> C[C@@H]1NC(=O)c2cc([N+](=O)[O-])cc(I)c2OCC[C@@H](C(=O)NC(CC(=O)O)C(N)=O)NC(=O)[C@H](CCC(=O)O)NC1=O (stereo not given in full)
→ nt	-2.3%	nt	57.1
> CCn1c(=O)c(C(=O)Nc2ccccc2C)c(O)c2ccccc21
→ nt	-4.5%	-7.3	-100.0*
> Cc1nc(C)c(-c2csc(Nc3cccnc3)n2)s1
→ 5.0%	-4.0%	-5.9	2.8
> CC1=NN(C(=O)c2c(Br)c(C)nn2C)C(O)(C(F)(F)F)C1 (stereo not given)
→ nt	1.7%	6.4	-15.7
> CCOC(=O)N1CCC(N2Cc3cccc(C(=O)NCC4CCN(CC(C)C)C4)c3C2=O)CC1 (stereo not given)
→ 9.2%	-5.8%	9.7	?
> COc1ccc(Nc2nc(CC(C)=O)ns2)cc1OC
→ -3.8%	-0.9%	8.4	73.5
> Cc1ccc(CCc2nnc(SCC(=O)Nc3cccc(Cl)c3)n2-c2ccccc2)o1
→ nt	-2.1%	-0.3	-12.2
> CC(=O)NC1CC2CCC(C1)N2Cc1ccc(C)cc1 (stereo not given)
→ 1.2%	2.0%	16.0	?
> O=C(NC(=S)NNC(=O)c1ccc(Cl)cc1Cl)c1cccnc1
→ nt	-3.2%	nt	?
> CC1CCc2cc(F)ccc2N1C(=O)c1ccncc1 (stereo not given)
→ nt	3.8%	nt	-0.4
> COc1cc(NC(=O)COC(=O)CSc2ccccc2F)c(C)cc1[N+](=O)[O-]
→ nt	-3.5%	nt	47.1
> COc1ccccc1C1/C(=C(/O)c2ccccc2)C(=O)C(=O)N1CC(C)C (stereo not given)
→ 0.1%	15.4%	6.9	19.9
> CCC(=O)N1C(C(=O)N2CCCC2)CSC1c1ccc(OC)cc1 (stereo not given)
→ nt	-7.6%	nt	41.6
> COc1cccc(/C=C2\SC(=S)NC2=O)c1OS(=O)(=O)c1ccc(NC(C)=O)cc1
→ nt	-6.2%	nt	39.0
> CCn1c(CNC(=O)c2cccs2)nnc1SCC(=O)NCCc1ccccc1
→ -0.6%	2.5%	-3.0	1.6
> O=C1c2ccccc2C(=O)c2cc(S(=O)(=O)Nc3ccccc3)ccc21
→ nt	-6.0%	nt	-5.7
> Cc1ccc(NS(=O)(=O)c2ccc(NC(=O)c3cccs3)cc2)c(C)c1
→ nt	-4.9%	nt	42.0

The list continues:
The line under a structure holds: ALOX15B inhib	ALOX12 inhib	IMPase inh	PNC assembly inh
> COc1ccccc1/C=N/n1c(C)nnc1-n1nc(C)cc1C
→ 1.6%	1.7%	5.0	4.4
> O=C(O)c1ccccc1OCCOCCOc1ccccc1C(=O)O
→ 6.6%	1.8%	12.6	?
> COc1ccc(-c2cc(C(=O)Nc3cc(OC)c(OC)c(OC)c3)no2)cc1OC
→ 0.7%	-0.2%	4.4	16.6
> CCOC(=O)c1cnn(-c2ccc(C)cc2)c1N
→ -12.0%	0.2%	-6.8	32.7
> CCCn1c(N)c(C(=O)CSc2nnc(C)n2Cc2ccccc2)c(=O)n(C)c1=O
→ 8.3%	-2.5%	-6.3	-13.2
> COC(CNC(=O)c1ccc2c(c1)nc(C)n2-c1cccc(F)c1)OC
→ 1.4%	-0.8%	4.3	18.5
> CC(=O)c1c(O)ccc2c(-c3ccccc3)cc(=O)oc12
→ nt	-10.8%	nt	4.0
> COC(=O)Cn1c(=NC(=O)c2sc3ccccc3c2Cl)sc2cc(S(N)(=O)=O)ccc21
→ nt	1.5%	nt	25.0
> COc1cccc(C(=O)Nc2nc3ccccc3[nH]2)c1
→ 38.0%[activator]	-10.4%	9.7	-6.0
> CCN1CCCC1CNC(=O)CSCc1nc(-c2ccccc2C)oc1C (stereo not given)
→ nt	8.3%	13.9	3.2
> Cc1cccc(CN2CCC(CNC(=O)C3CCCN(S(=O)(=O)c4cnc[nH]4)C3)CC2)c1 (stereo not given)
→ 7.5%	1.9%	5.3	?
> CCOc1cc2[nH]c(=S)n(CCOC)c(=O)c2cc1OCC
→ 1.6%	-3.5%	-21.9	?
> COc1ccc(-c2noc(CCC(=O)NC3CCCCC3)n2)cc1OC
→ 4.2%	4.5%	-11.0	-1.0
> COc1ccccc1NC(=O)CSc1ncn(-c2ccccc2)n1
→ 6.8%	-4.0%	3.5	7.2
> COc1ccc(/C=C/C(=O)c2ccc3ccccc3c2O)cc1CN1CCOCC1
→ nt	-1.2%	nt	?
> O=C1COc2ccc(C(=O)c3ccccc3C(=O)O)cc2N1
→ nt	2.0%	nt	26.3
> CCOC(=O)C1CCN(C(=O)CSC2=NCCS2)CC1
→ 0.1%	0.9%	3.6	-27.6
> O=C(Nc1ccc(Cl)c(Cl)c1)C1=Cc2ccccc2OC1
→ -8.8%	-7.9%	5.2	13.6
> COc1ccc(OCC(=O)c2c(O)c3ccccc3oc2=O)cc1
→ -21.9%	-7.7%	-0.2	-6.3
> CC(=O)c1ccc(NC(=O)Nc2ccc(Cl)cc2)cc1
→ 3.4%	-12.9%	0.3	?
> CCSc1nc(=S)n(Cc2ccccc2)c(C)c1C(C)=O
→ nt	-5.3%	nt	42.4
> Cc1cc(NC(=O)CSc2nc(-c3ccccc3)cs2)no1
→ -2.7%[2.29 µM]	-1.3%	-0.1	-25.4
> COc1ccc(OC(C)C(=O)NCCc2nc3ccccc3[nH]2)cc1 (stereo not given)
→ nt	4.0%	nt	?
> C1CN(c2nc3nonc3nc2N2CCOCC2)CCO1
→ -16.3%	2.2%	-0.6	-14.1
> Cc1cccc(C)c1OC(=O)CN(c1ccc(Cl)cc1)S(C)(=O)=O
→ 4.4%	-0.8%	6.8	13.6
> O=C(COC(=O)/C=C/c1cccc(Cl)c1)Nc1ccccc1-c1ccccc1
→ nt	4.2%	nt	?
> CC(=O)NC1(C(F)(F)F)C(=O)NC(C)=C1C#N (stereo not given)
→ -2.5%	-3.7%	1.0	?
> CC1(C)C(C=C(Cl)Cl)C1C(=O)OCc1cccc(Oc2ccccc2)c1 (stereo not given)
→ -3.8%[0.0915 µM]	2.7%[0.00818 µM]	nt	nt

Screening results from PubChem.
